Keap1-Nrf2 PPI = disrupts human Keap1 binding to Nrf2 peptide. Keap1 Kelch-Nrf2 peptide fluorescence polarization, 1536-well. inhibition, % at 9.4 µM. actives 0.15% (n = 340,000). AID 504523; in the data active = inhibition above about 12%; inconclusive = no clear call, values can overlap the other calls; inactive = below about 7.3%;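 note: human Keap1 Kelch domain with fluorescein labeled Nrf2 9mer peptide probe; 0% = neutral control wells and 100% = peptide positive control; higher means more block of Keap1 binding to Nrf2 peptide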
OPRM1-OPRD1 ag = OPRM1-OPRD1 heterodimerization agonism. P35372+P41143. cells, luminescence. activation, % at 9.3 µM. actives 0.3% (n = 340,000). AID 504326; in the data active = activation above about 18%;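 note: 0% = vehicle-treated cells and 100% = reference agonist; values of inactives mirror those of a sister screen read the other way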
RTF Ca sens inh = cardiac RTF calcium desensitization. AID 493244. P19429+P45379. inhibition, % at 7.15 µM. IANBD-labeled cardiac RTF, Ca2+ fluorescence. actives 0.12% (n = 340,000);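 active = inhibition above the mean inhibition of all tested compounds plus 3 SD, cut at about 17% in these data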;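 note: assay run at fixed EC70 calcium of 1.6 mM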
V-ATPase pHluor = alters yeast V-ATPase proton transport. S. cerevisiae, pHLuorin cytosolic pH fluorescence. response, % at 10 µM. actives 0.37% (n = 350,000); in the data active = response mostly above about 7.3%, no sharp cut-off; inactive = mostly below about 5.4%; note: actives read high; inactives centre near 0; some compounds called inactive have numbers as strong as hits; reference of the scale not given here
Wnt act = Wnt/beta-catenin pathway activation. Wnt/beta-catenin reporter cell assay, activator, plate reader. activation, % at 9.35 µM. actives 1.2% (n = 300,000). AID 743398; in the data active = activation above about 30%, passing the limit was not always enough; inconclusive = no clear call, values can overlap the other calls;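 note: 0% = neutral control wells and 100% = positive control wells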
Arrestin-AP2 inh = human beta-arrestin and AP2 interaction inhibition. inhibition, % at 10 µM. actives 0.31% (n = 340,000). FITC-arrestin peptide / GST-AP2 beads, flow cytometry; AP2 beta2 appendage carries R879A mutation;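 active = inhibition above a set limit, near 3 SD of compounds lacking own fluorescence, cut at about 54% in these data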;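 note: plate controls were DMSO wells for no effect and 5 µM unlabelled arrestin peptide for full effect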
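Material – GST-tagged AP2 beta2-adaptin appendage (R879A) on 4 µm glutathione beads · Probe or stimulus – fluorescein-tagged arrestin peptide at 50 nM final · Timing – 12 min plus 1 h, RT · Detection – bead flow cytometry, FITC channel · Read-out basis – inhibition as reduced fluorescein signal on beads, percent · Medium – PBS plus Tween 20 (0.05%) and BSA (0.1%)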
LANA DNA inh = KSHV C-LANA DNA binding inhibition | inhibition, % at 9 µM | MBP-C-LANA/FAM-LBS DNA binding, fluorescence polarization | actives 0.078% (n = 340,000) | AID 504423;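 active = highest replicate inhibition at or above 60% at 9 µM, even if other replicates fall short; inactive = all replicates below 60% inhibition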;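 note: 0% = neutral control wells and 100% = 4 µM acridine orange control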
RTF Ca sens act = increases calcium sensitivity of human cardiac regulated thin filaments; P19429+P45379; IANBD-labeled TnC RTF fluorescence at EC20 calcium; 0% EC20 calcium, 100% full calcium; activation, % at 7.2 µM; actives 0.24% (n = 340,000);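 active = activation above the mean over all tested compounds plus 3 SD, cut at about 30% in these data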;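 note: rise in fluorescence read as greater calcium sensitivity of cardiac thin filaments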
MOR-DOR inv ag = inverse agonists of human mu-delta opioid receptor heterodimerization; actives 0.21% (n = 340,000); AID 504357; inhibition, % at 9.3 µM; cell-based MOR-DOR heterodimer luminescence, inverse agonism; P35372+P41143; in the data active = inhibition above about 22%, passing the limit was not always enough;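 note: 0% = cells with DMSO and 100% = wells without cells with DMSO; values of inactives mirror those of a sister screen read the other way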
Pemphigus Ab inh = inhibitors of pemphigus antibody binding to human desmoglein-3; P32926; DSG3-coupled beads, scFv-anti-DSG3-GFP binding, flow cytometry; hits give low values; binding (percent of control), % at 10 µM; actives 0.48% (n = 310,000); AID 588358;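 active = binding more than 3 SD below its plate's average and above zero; inconclusive = below that plate limit but binding exactly zero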;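 note: hits lower antibody fragment binding to DSG3; some compounds called inactive have numbers as strong as hits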
Target sequence (P32926 whole entry, looked up, the tested form may be a part): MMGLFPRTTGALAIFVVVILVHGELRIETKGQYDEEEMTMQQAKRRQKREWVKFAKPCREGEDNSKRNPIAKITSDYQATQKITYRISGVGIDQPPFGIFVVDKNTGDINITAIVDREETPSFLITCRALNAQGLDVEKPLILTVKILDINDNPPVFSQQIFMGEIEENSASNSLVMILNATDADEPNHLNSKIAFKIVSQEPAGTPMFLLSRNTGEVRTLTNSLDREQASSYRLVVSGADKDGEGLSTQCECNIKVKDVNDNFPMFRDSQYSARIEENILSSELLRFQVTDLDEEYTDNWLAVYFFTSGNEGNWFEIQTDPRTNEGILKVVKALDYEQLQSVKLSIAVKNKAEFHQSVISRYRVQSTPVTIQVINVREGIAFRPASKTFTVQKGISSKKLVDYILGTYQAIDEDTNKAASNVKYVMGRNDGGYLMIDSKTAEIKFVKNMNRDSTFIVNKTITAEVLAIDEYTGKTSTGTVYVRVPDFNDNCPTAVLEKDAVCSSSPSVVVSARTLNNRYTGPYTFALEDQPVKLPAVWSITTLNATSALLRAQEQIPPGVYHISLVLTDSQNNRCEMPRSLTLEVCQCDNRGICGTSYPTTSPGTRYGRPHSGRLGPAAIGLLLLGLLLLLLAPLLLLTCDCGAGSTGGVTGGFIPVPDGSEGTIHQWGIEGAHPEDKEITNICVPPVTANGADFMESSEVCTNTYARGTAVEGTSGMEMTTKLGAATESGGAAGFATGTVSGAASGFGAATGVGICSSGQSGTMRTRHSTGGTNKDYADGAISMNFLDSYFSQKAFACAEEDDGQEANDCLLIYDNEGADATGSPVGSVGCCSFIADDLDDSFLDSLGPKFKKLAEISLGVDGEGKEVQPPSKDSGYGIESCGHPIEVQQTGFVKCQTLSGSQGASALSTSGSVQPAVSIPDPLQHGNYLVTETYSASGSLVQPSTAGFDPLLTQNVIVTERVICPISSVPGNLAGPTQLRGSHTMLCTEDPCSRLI
* hit, by the source's call; ? = inconclusive; . = not tested or not shown. Compounds were not picked by outcome (roughly 3.1% active in at least one column).

| SMILES | Keap1-Nrf2 PPI | OPRM1-OPRD1 ag | RTF Ca sens inh | V-ATPase pHluor | Wnt act | Arrestin-AP2 inh | LANA DNA inh | RTF Ca sens act | MOR-DOR inv ag | Pemphigus Ab inh |
| --- | --- | --- | --- | --- | --- | --- | --- | --- | --- | --- |
| N#C/C(=C\c1ccc(N2CCOCC2)cc1)c1ccccc1 | -1 | 3.4 | 3 | -2 | 33* | 19 | -0.7 | 12 | -18 | -133* |
| Cc1cc(C)c(C)c(S(=O)(=O)N2CCSCC2)c1C | -4 | 4.7 | -10 | -2 | -1 | 5 | -0.4 | 5 | -22 | 100 |
| O=C(NCc1ccccc1)C(=O)NCC(c1ccco1)N1CCN(c2ccccc2F)CC1 (stereo not drawn) | -1 | -0.6 | -10 | 5 | -1 | 7 | -0.3 | 0 | 3 | 98 |
| O=[N+]([O-])c1ccccc1/C=N/N1CCN(Cc2ccccc2)CC1 | -1 | -1.1 | 0 | 0 | 19 | 13 | 14 | 8 | 5 | 103 |
| CCCn1c(SCC(=O)Nc2ccc(S(=O)(=O)N(C)C)cc2)n[nH]c1=O | -4 | -0.3 | 11 | 5 | -1 | -10 | 0.9 | 4 | 2 | 98 |
| CCn1c(SCC(=O)Nc2ccc(NC(=O)c3ccco3)cc2)nnc1-c1cccs1 | -1 | 0.0 | 6 | 3 | . | -7 | 1.9 | -5 | 0 | 98 |
| COc1ccc(CN2CCNC(=O)C2CC(=O)N(C)Cc2cc(C)no2)cc1OC (stereo not drawn) | -4 | -1.5 | -15 | -3 | -1 | 16 | 0.3 | 0 | 8 | 105 |
| CNC(=O)NC(=O)CSc1nc2cc(C(=O)OC)ccc2c(=O)n1-c1ccccc1 | 0 | -1.4 | -13 | 1 | . | 3 | -0.5 | 1 | 8 | 100 |
| CS(=O)(=O)N1CCN(c2ccc(NC(=O)c3cc4ccccc4o3)cc2)CC1 | -4 | -0.9 | -7 | 2 | 0 | -8 | 2.1 | 5 | 4 | 112 |
| Cc1c(/C(Cc2ccccc2)=N/O)c2ccccc2n1C | -1 | 0.0 | -9 | 6 | . | 10 | -0.3 | -9 | 0 | 99 |
| COn1c(SC2CCCCC2)nc2ccccc2c1=O | -1 | 2.7 | 0 | 1 | . | 25 | -0.1 | 1 | -15 | 124 |
| c1coc(CNCC2OCCc3ccccc32)c1 (stereo not drawn) | -2 | 4.8 | 1 | 4 | 1 | 14 | 2.4 | 2 | -30 | 86 |
| COc1ccc(NC(=S)Nc2ccccc2C(F)(F)F)cc1 | -2 | -1.3 | -8 | -2 | 2 | 10 | -0.5 | -5 | 7 | 101 |
| O=C(NNC(=O)C1CCC(C(=O)NNC(=O)c2cccs2)CC1)c1cccs1 (stereo not drawn) | 0 | -0.6 | 1 | 6 | -1 | -1 | 1.4 | -5 | 3 | 89 |
| O=C(CSCc1nc2ccccc2[nH]1)Nc1ccc(Oc2ccccc2)cc1 | -2 | 0.9 | 8 | 1 | -2 | -8 | 1.3 | -2 | -5 | 103 |
| CC(=O)N(CCCN(C)C)CCC(C)CCC=C(C)C (stereo not drawn) | -3 | -1.2 | 10 | -3 | . | 1 | -0.7 | -2 | 7 | 95 |
| c1ccc2nc(N3CCCC3)c(N3CCCC3)nc2c1 | 1 | 3.9 | -7 | 2 | . | 3 | -0.6 | -2 | -21 | . |
| COc1cc(OC)c(NS(=O)(=O)c2cn(C)cn2)cc1Cl | -2 | -1.6 | 0 | 3 | -4 | -5 | 0.5 | -3 | 8 | 97 |
| O=C(C1=NOC(CNc2ncc(C(F)(F)F)cc2Cl)C1)N1CCOCC1 (stereo not drawn) | -3 | -0.9 | 2 | -1 | 0 | 34 | 0.9 | -1 | 4 | 96 |
| CC1C(C)C(O)(c2ccccc2)CCN1C (stereo not drawn) | 3 | 0.0 | -3 | 3 | . | 30 | -1.3 | -1 | 0 | 110 |
| COC(=O)c1ccccc1NC(=O)c1cc(-c2ccc(C)cc2)on1 | -1 | 4.7 | 4 | -5 | . | 5 | 1.0 | 1 | -26 | 105 |
| CCN1CCN(CC(O)COc2ccc3c(C)cc(=O)oc3c2)CC1 (stereo not drawn) | 0 | -0.9 | -13 | 2 | -1 | -1 | 0.9 | -1 | 4 | 114 |
| Cn1c(SCC(=O)NC2CCCCCC2)nnc1-c1cccs1 | -3 | -0.7 | 1 | 0 | . | -3 | 0.5 | 8 | 4 | 111 |
| CCOC(=O)CSc1n[nH]c(NC(=O)CC)n1 | 3 | -0.3 | -8 | 10 | ? | 47 | 0.1 | 2 | 2 | 86 |
| CCc1nnc(NC(=O)CN2CCN(Cc3ccc(F)cc3)CC2)s1 | 6 | -2.8 | 3 | -2 | -2 | 29 | -1.8 | 0 | 14 | 125 |
| COc1ccccc1N(C)S(=O)(=O)c1ccc(C(=O)NCCc2ccc(F)cc2)cc1 | 1 | -1.8 | -16 | 1 | -2 | 2 | -0.9 | -7 | 9 | 97 |
| Cc1ccc(C)c(NC(=O)c2cc(-c3cc(C)c(C)cc3O)n[nH]2)c1 | -2 | 11 | -8 | -3 | 11 | 3 | -1.9 | 0 | -51 | 100 |
| CC(C(=O)NC1CCCC1)N(Cc1ccco1)C(=O)c1snc(C(=O)NC2CCCC2)c1N (stereo not drawn) | 2 | -2.7 | -2 | 3 | . | 20 | 0.2 | 3 | 15 | 112 |
| c1ccc(-c2cccc(-c3ccccc3)n2)cc1 | -2 | 8.6 | -1 | 2 | 7 | -7 | 2.0 | -9 | -40 | 95 |
| Cc1nc(SCC(=O)NCCc2ccc(Cl)cc2)nc(C)c1C | 1 | -0.6 | 2 | 5 | -1 | 17 | -0.3 | 0 | 3 | 108 |
| CSc1ncc(CN2CCCCC2C(=O)Nc2ccc(Oc3ccccc3)nc2)cn1 (stereo not drawn) | -4 | 2.4 | -1 | 1 | -1 | 6 | 0.9 | 5 | -14 | . |
| Cc1cccc(N2CCN(C(=O)c3ccc(CNc4c(N5CCC(C)CC5)c(=O)c4=O)cc3)CC2C)c1 (stereo not drawn) | -1 | 1.9 | -3 | -4 | -2 | 18 | -0.9 | -7 | -14 | 102 |
| Cn1c(=O)c2c(ncn2CC(=O)OCC(=O)Nc2ccc(Cl)cc2Cl)n(C)c1=O | 4 | -2.6 | -4 | 0 | -2 | 5 | -0.7 | -7 | 16 | 97 |
| O=C(Nc1cccc(Cl)c1)c1ccc(NCC2CCCO2)c([N+](=O)[O-])c1 (stereo not drawn) | -4 | 1.4 | -6 | 0 | 14 | 1 | -2.3 | 1 | -10 | 98 |
| COc1ccc(CCN2C(=O)NC(NS(=O)(=O)c3ccc(N)cc3)(C(F)(F)F)C2=O)cc1OC (stereo not drawn) | -4 | -1.4 | 3 | -3 | -1 | -41 | 0.8 | -2 | 7 | 98 |
| COc1ccc(CNC(=O)COC(=O)c2cccnc2Nc2cccc(C(F)(F)F)c2)cc1 | 2 | -1.6 | -10 | 0 | -5 | 2 | -0.3 | 3 | 9 | 101 |
| Cc1ccc(NC(=S)N(CCCN2CCOCC2)Cc2ccco2)cc1 | 2 | 0.3 | 0 | -1 | -1 | 19 | 0.3 | -3 | -2 | 109 |
| CC(=O)c1ccc(Oc2cnccn2)cc1 | 0 | -3.4 | 3 | -1 | . | 1 | -0.7 | -6 | 17 | 86 |
| N#Cc1cnn(-c2nc(SCc3ccccc3)nc3sc4c(c23)CCCC4)c1N | -3 | -1.7 | -3 | -1 | -5 | 7 | 0.2 | 0 | 9 | . |
| COc1cc(/C=C/C(=O)O)cc(S(=O)(=O)NNC(=O)c2cc(C)oc2C)c1OC | -6 | -0.4 | 0 | 0 | 4 | -8 | 5.6 | -8 | 2 | 98 |
| O=c1sc2ccccc2c(N2CCN(c3ccccc3)CC2)c1[N+](=O)[O-] | -3 | -2.4 | -8 | 0 | 2 | 10 | 0.1 | 5 | 11 | . |
| CCC(=O)Nc1c2c(nn1-c1ccccc1)CSC2 | -2 | -3.0 | 1 | 7 | 1 | -13 | -1.4 | -3 | 15 | 102 |
| Cc1cc(/C=N/NC(N)=S)c(C)n1-c1cccc(Cl)c1 | 1 | -0.8 | 3 | 1 | -3 | 1 | -1.4 | -9 | 6 | 102 |
| COc1ccc(NC(=S)NCc2ccc3c(c2)OCO3)cc1 | 0 | -2.7 | 1 | -1 | 1 | 39 | 2.2 | 5 | 13 | 108 |
| CCCCSc1nnc(CCCCCNC(=O)OC(C)(C)C)o1 | -7 | 0.2 | 3 | 4 | . | -3 | -0.6 | -5 | -1 | 102 |
| Cc1[nH]c2ccccc2c1C(=O)CN1C(=O)NC(C)(c2ccc(Cl)cc2Cl)C1=O (stereo not drawn) | 5 | -1.2 | 1 | 2 | -8 | -1 | 1.6 | 14 | 7 | 106 |
| COc1ccccc1N(C)S(=O)(=O)c1ccc(Cl)c(C(=O)N2CCC2)c1 | -2 | -1.5 | 0 | -2 | 1 | -9 | -1.6 | 7 | 8 | 103 |
| O=C(NCc1ccccc1)c1nnc(CS(=O)(=O)c2ccccc2)o1 | 1 | -2.1 | -7 | -1 | -3 | 7 | -0.5 | 1 | 12 | 83 |
| O=C(CN1CCN(C(=O)c2ccccc2)CC1)Nc1ccc(Cl)cc1F | 0 | -1.1 | -4 | 0 | -3 | 0 | -1.1 | 0 | 6 | 100 |
| CCc1ccc(OCC(=O)Nc2ccc(N3CCN(S(C)(=O)=O)CC3)cc2)cc1 | 1 | -2.1 | -11 | 0 | -1 | -10 | 0.2 | 3 | 9 | 95 |
| Cc1ccc(-c2nc3ccccc3o2)cc1NC(=O)Cc1cccs1 | -1 | -2.1 | 2 | -5 | . | 0 | 0.2 | -2 | 11 | 99 |
| CCc1ccc2[nH]c(=O)c(CN(CC3CCCO3)C(=S)NCc3ccco3)cc2c1 (stereo not drawn) | 3 | -0.9 | 1 | 3 | -1 | 28 | -2.1 | -7 | 5 | 93 |
| O=C(COc1coc(CN2CCN(Cc3ccccc3)CC2)cc1=O)Nc1ccccc1 | 0 | -0.1 | -3 | 4 | -2 | 46 | 1.6 | -3 | 1 | 103 |
| C#CCOCCOCCOCCNc1nc(N2CCN(C(=O)[C@H](CCCCN)n3cc([C@@H](N)[C@H](C)CC)nn3)CC2)nc(N2CCN(C(=O)[C@H](CCC(=O)O)n3cc([C@@H](N)CCSC)nn3)CC2)n1 | 5 | -3.0 | 1 | 2 | -3 | -7 | 1.6 | -10 | 14 | 102 |
| CCCNC(=O)CN1C(=O)NC(Cc2c[nH]c3ccccc23)C1=O (stereo not drawn) | -1 | -3.4 | 11 | -2 | 1 | 43 | -0.6 | -5 | 16 | 110 |
| COc1ccccc1-c1cn(S(=O)(=O)c2ccc(F)cc2)nc1N | 2 | 0.0 | 3 | 2 | 1 | 3 | -0.7 | -5 | 0 | . |
| COc1ccc(C2SCC(C(=O)NCc3ccc(F)cc3)N2C(C)=O)cc1 (stereo not drawn) | -2 | 2.0 | -8 | -1 | -2 | 2 | 1.6 | 12 | -10 | 104 |
